# ROC1-CUL1 inh: human ROC1-CUL1 E3 ligase inhibition. P62877+Q13616. actives 0.6% (n = 140,000). inhibition, % at 10 µM. in vitro K48 di-Ub FRET, acceptor:donor ratio, 45 min. AID 1347404; in the data active = inhibition above about 25%
# Target sequence (P62877 whole entry, looked up): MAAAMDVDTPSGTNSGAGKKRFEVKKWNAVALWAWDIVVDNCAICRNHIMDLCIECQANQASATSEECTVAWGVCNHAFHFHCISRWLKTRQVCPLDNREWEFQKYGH
# Target sequence (Q13616 whole entry, looked up): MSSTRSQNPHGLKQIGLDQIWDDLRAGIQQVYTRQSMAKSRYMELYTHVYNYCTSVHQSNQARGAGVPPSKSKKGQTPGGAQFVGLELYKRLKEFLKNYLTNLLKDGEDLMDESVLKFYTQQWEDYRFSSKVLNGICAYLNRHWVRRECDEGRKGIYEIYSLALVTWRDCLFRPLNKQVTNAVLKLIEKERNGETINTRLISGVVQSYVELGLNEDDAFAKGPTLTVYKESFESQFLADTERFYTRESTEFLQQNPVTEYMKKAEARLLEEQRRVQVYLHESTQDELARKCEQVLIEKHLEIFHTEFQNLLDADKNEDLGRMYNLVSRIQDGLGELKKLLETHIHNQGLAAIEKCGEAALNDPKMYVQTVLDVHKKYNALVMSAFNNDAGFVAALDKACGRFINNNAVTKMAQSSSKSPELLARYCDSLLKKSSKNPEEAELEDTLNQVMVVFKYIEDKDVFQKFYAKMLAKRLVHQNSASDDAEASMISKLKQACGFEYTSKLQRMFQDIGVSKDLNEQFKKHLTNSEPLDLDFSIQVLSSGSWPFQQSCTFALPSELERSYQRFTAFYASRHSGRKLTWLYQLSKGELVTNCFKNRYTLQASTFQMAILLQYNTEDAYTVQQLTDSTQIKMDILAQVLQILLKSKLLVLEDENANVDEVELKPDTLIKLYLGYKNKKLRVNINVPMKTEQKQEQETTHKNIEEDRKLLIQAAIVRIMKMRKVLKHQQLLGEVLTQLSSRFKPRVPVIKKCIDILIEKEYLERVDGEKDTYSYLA
# * hit, by the source's call. The list is partial; rates above refer to the full screens.
ROC1-CUL1 inh	mol
-4.7	CS(=O)(=O)c1ccccc1-n1nnnc1S(C)(=O)=O
-1.0	Cn1c(O)c(N=Nc2ccccn2)c2cc(Br)ccc21
6.3	CC1=C/C(=N\OC(=O)c2ccccc2Br)CC(C)(C)C1
5.2	Cc1ccc(NC(=O)C(F)(F)F)cc1C(O)(C(F)(F)F)C(F)(F)F
4.4	Cc1sc2nc3n(c(=O)c2c1C)CCCCC3
-3.3	Cc1ccc(C)c(CN2C(=O)c3ccccc3S(=O)(=O)c3ccc(C(=O)NCCCN4CCCC(C)C4)cc32)c1 (stereo not given)
2.8	C=CCSc1nc2ccccc2n1S(=O)(=O)c1ccc(C)cc1
6.7	O=C1C2C3C=CC(CC3)C2C(=O)N1c1nccs1 (stereo not given)
8.0	Cc1nc(SCC(=O)N2c3ccccc3Sc3ccccc32)n[nH]1
-7.0	CCC(C)c1ccc(NC(=O)c2c(C)noc2C)cc1 (stereo not given)
7.2	CCOC(=O)C1C(C)=NC(=O)NC1c1ccc(OC)c(COc2ccccc2F)c1 (stereo not given)
1.1	Cc1ccc(C(=O)COC(=O)c2ccc(NC(=O)c3cccc([N+](=O)[O-])c3)cc2)cc1
6.1	CCCC(=O)N1CCN(c2ccc(OC)cc2)CC1
0.0	Cc1ccc2oc(-c3cccc(NC(=O)c4ccc([N+](=O)[O-])c(C)c4)c3C)nc2c1
-16.9	CCCCNS(=O)(=O)c1cc(C(C)C)ccc1OC
9.9	COc1cc(Cl)c(NS(=O)(=O)c2cc(-c3cc(C)no3)ccc2OC)c(OC)c1
3.3	CCCC(=O)Nc1ccc(C(=O)Nc2ccc(F)cc2F)cc1
-1.5	Cc1ccc(C(C)C)c(OCc2nnc(SCC(=O)Nc3nccs3)n2C)c1
1.7	CC1CCCCN1Cn1nc(-c2ccccc2)oc1=S (stereo not given)
-1.2	O=C1NC(c2ccc(F)cc2)C(C(=O)c2ccccc2)C(O)(C(F)(F)F)N1 (stereo not given)
3.6	Cc1ccc(C)c(S(=O)(=O)N2CCN(C(=O)c3cccs3)CC2)c1
-5.5	CCCCC(CC)CNC(=O)C1CCC(CNS(=O)(=O)c2cccc3nsnc23)CC1 (stereo not given)
-14.3	CCCCCOc1ccc(/C=c2\sc3nc(-c4cccnc4)nn3c2=O)cc1OCC
-3.1	O=C(CSc1cn(CCNC(=O)c2c(F)cccc2F)c2ccccc12)Nc1ccccc1F
7.9	CC(C)CN(CCCNC(=O)c1cn(C)c2ccc(S(=O)(=O)N(C)C3CCCCC3)cc2c1=O)CC(C)C
-6.8	CCCC(=O)OCc1cnc(C)c2oc(=O)c(C(=O)Nc3cccc(C(F)(F)F)c3)cc12
-3.6	COCc1cc(C)nc2sc(C(=O)Nc3cc(C)ccc3F)c(N)c12
6.6	CN(C)S(=O)(=O)N1CCC(C(=O)Nc2ccc(Cl)c(C(F)(F)F)c2)CC1
6.6	OC(c1ccccc1)(c1nccn1Cc1ccccc1)c1nccn1Cc1ccccc1
4.7	CCC(=O)N1CCc2cc(S(=O)(=O)NCCC(=O)Nc3ccc(OC)c(OC)c3)ccc21
-7.8	CC1CC(=S)Nc2ccccc2N1C(=O)Nc1ccccc1 (stereo not given)
3.6	O=[N+]([O-])c1cccnc1N1CCOCC1
1.4	Cc1ccc(NS(=O)(=O)c2ccc(NC(=S)NC(=O)C3CCCCC3)cc2)cc1C
0.9	NC(=O)C1(N2CCCCC2)CCN(C(=O)Nc2cccc3ccccc23)CC1
-8.0	COc1ccc(-n2nc(C(=O)NCCc3ccc(Cl)cc3)c3c4ccccc4n(C)c3c2=O)cc1Cl
-0.5	CCC(C)n1c(C)cn2c3c(=O)n(CCOC)c(=O)n(C)c3nc12 (stereo not given)
9.4	CCc1ncc(CNC2CCCc3nc(-c4cccnc4)ncc32)cn1 (stereo not given)
4.7	Cc1ccc(-c2nnc(SCC(=O)Nc3ccc(Br)cc3)n2N)cc1
-1.6	COc1ccc(Nc2c(-c3ccc(C)o3)nc3ccc(Cl)cn23)cc1
9.4	N#CC1C(=N)N(c2cc(C(F)(F)F)ccc2Cl)C2=C(C(=O)CCC2)C1c1ccc(Br)s1 (stereo not given)
-4.7	Cc1ccc(NC(=O)CC2Nc3ccccc3NC2=O)c(C)c1 (stereo not given)
4.4	Cc1ccc(-c2cc(C(=O)Nc3cccc(O)c3)no2)cc1
-1.9	Cc1ccc(NC(=O)C(Cc2ccc(OCc3ccccc3)cc2)NC(=O)OCc2ccccc2)cc1C (stereo not given)
-2.3	CCN1CCN(CCCNC(=O)CS(=O)(=O)Cc2nc(-c3cccc(OC)c3)oc2C)CC1
2.7	O=C(NCc1cc2ccccc2[nH]1)c1cccc(COc2ccc(Cl)cc2)c1
-8.1	C#CCOc1ccc(CO)cc1Br
-5.7	Cc1cccc(Cn2c(=O)n(-c3ccccc3C)c(=O)c3c2c2cc(C)ccc2n3C)c1
-2.5	Cc1ccc2c(c1)CN(CC(=O)NCc1csc(C)n1)CC(c1ccsc1)O2 (stereo not given)
-5.0	CCOC(=O)c1nnn(CC(=O)N2N=C(c3ccccc3)CC2c2ccc([N+](=O)[O-])cc2)c1C(=O)OCC (stereo not given)
-0.9	Cc1ccc2c(N)c(C(=O)Nc3ccc(OC(F)(F)F)cc3)sc2n1
1.8	O=C(NCCCN1CCN(c2ccccc2)CC1)c1nnc(Cc2ccc(F)cc2)o1
-9.4	CC(=O)N(C)c1ccc(N=Cc2cc3c(cc2[N+](=O)[O-])OCO3)cc1
6.3	O=C1c2ccccc2C(=O)c2c1oc(C(F)(F)F)c2C(=O)c1ccccc1
-7.0	COc1ccccc1CNC(=O)c1sc2nc(-c3ccc(OC)c(OC)c3)ccc2c1N
-10.6	O=C(/C=C/c1sccc1Br)c1sccc1Br
-1.7	COc1ccc(NC(=O)c2cccc(N)c2)cc1
-3.4	Cc1cn2c(nc3c2c(=O)n(Cc2ccc(Cl)cc2)c(=O)n3C)o1
12.6	O=c1cc(Sc2ncn[nH]2)c2ccccc2o1
-8.5	COc1ccc(Nc2nc(N)nc(CN3CCN(c4cccc(Cl)c4)CC3)n2)cc1
-6.8	CCOC(=O)C1(Cc2cccc(OC)c2)CCCN(C(=O)CNC(C)=O)C1 (stereo not given)

# Arranged by SMILES length (falling): four of the compounds above
ROC1-CUL1 inh	mol
-1.9	Cc1ccc(NC(=O)C(Cc2ccc(OCc3ccccc3)cc2)NC(=O)OCc2ccccc2)cc1C (stereo not given)
-7.0	COc1ccccc1CNC(=O)c1sc2nc(-c3ccc(OC)c(OC)c3)ccc2c1N
4.4	Cc1ccc(-c2cc(C(=O)Nc3cccc(O)c3)no2)cc1
-4.7	Cc1ccc(NC(=O)CC2Nc3ccccc3NC2=O)c(C)c1 (stereo not given)

# Copied from the list:
# COc1ccccc1CNC(=O)c1sc2nc(-c3ccc(OC)c(OC)c3)ccc2c1N in ROC1-CUL1 inh → -7.0
# Cc1ccc(C(C)C)c(OCc2nnc(SCC(=O)Nc3nccs3)n2C)c1 in ROC1-CUL1 inh → -1.5

# Next records
ROC1-CUL1 inh	mol
-10.1	O=C(Cc1cccnc1)N1CCN(c2ncccn2)CC1
-2.6	O=C(/C=C/c1ccccc1)Oc1cccc2c(O)cccc12
2.7	CCC(=O)N1CCc2cc(Br)cc(S(=O)(=O)NCCc3ccccc3Cl)c21
9.6	CCCc1nn(C)c(-c2nn3c(Cc4ccccc4C)nnc3s2)c1Cl
7.4	CN(Cc1ccc2nccnc2c1)C(=O)CC1(c2ccccc2)CC(=O)N(CC2CCCCC2)C1=O (stereo not given)
-3.9	C=C(C)CNC(=O)c1cc(OC)ccc1OC1CCN(C2CCCC2)CC1
-5.0	Cc1ccc2c(c1)NC(=O)c1cccnc1N2
-5.7	Cc1ccc2c(c1)C(=O)c1ccccc1CS2
0.6	Cc1ccc(N=CC2C(=O)CC(c3ccccc3)CC2=O)cc1C (stereo not given)
2.6	Brc1ccc(CSc2ccc(Br)cc2)cc1
-1.8	C=CCn1c(SCc2ccc3c(c2)OCO3)nc2scc(-c3ccc(C)cc3)c2c1=O
-9.7	CC(C)NC(=O)Oc1ccc(Cl)cc1Cl
-6.2	COc1cc(C2C3C(=O)CC(c4ccc(C)cc4)CC3=Nc3ccccc3N2C(=O)c2ccccc2)cc(OC)c1OC (stereo not given)
0.8	COc1ccc(/C=C/C(=O)O)cc1S(=O)(=O)Nc1cccc(/C=C/C(=O)O)c1
6.3	COc1ccccc1CNS(=O)(=O)c1c(C(=O)N2CCC(C)CC2)c(C)n(C)c1C
14.1	CC(C)CNC(=S)Nc1ccc(S(N)(=O)=O)cc1
53.9*	Cc1ccsc1/C=C1/C(=O)NC(=S)N(c2cccc(Cl)c2Cl)C1=O
-0.3	O=C(N/N=C/c1c[nH]c2ccccc12)C12CC3CC(CC(C3)C1)C2
-3.2	C/C(=N\OCc1ccccc1)C1C(=O)C=C(C(C)C)N(c2ccccc2)C1=O (stereo not given)
8.0	O=C(Nc1ccc(-c2nc3ccccc3s2)cc1)c1ccc(-c2cccc(Cl)c2)o1
-4.6	Cc1ccc(N=c2oc3c(ccc4ccccc43)nc2Nc2ccc(C)cc2)cc1
-5.7	COc1ccc(OC)c(NC(=O)Cn2cnc3ccc(S(=O)(=O)N4CCC(C)CC4)cc3c2=O)c1
2.1	CCOC(=O)c1c(C)nc2sc3c(c2c1-c1ccc(OC)cc1)NC(c1ccc(OC)cc1)NC3=O (stereo not given)
-4.6	Cc1cc(-c2nc3ncccc3o2)ccc1NC(=O)COc1cc(C)c(Cl)c(C)c1
2.5	CC(=O)NC1=NC(=O)/C(=C/c2sccc2C)S1
3.5	COc1ccc(NC(=O)c2cccc(N3CCCS3(=O)=O)c2)cc1
-6.5	COc1cc(OC)cc(C2c3c(n[nH]c3C34CC5CC(CC(C5)C3)C4)OC(=N)C2C#N)c1 (stereo not given)
5.5	COc1cccc(-c2ccc3c(N)c(C(=O)Nc4ccc(C)cc4)sc3n2)c1
4.6	Cc1cc(-c2cnnc(NCCc3nc(-c4ccccc4)no3)n2)c(C)o1
-2.8	Cc1ccc(N2CCn3c2nc2c3c(=O)n(CCCc3ccccc3)c(=O)n2C)cc1
-8.8	Cc1ccc(NC(=O)c2ccc(NC(=O)CCS(=O)(=O)c3cccs3)cc2)cc1F
14.5	CN1C(=O)C(Cc2ccc(O)cc2)=NC1=S
-1.6	Cc1cccc(CC(=O)NC2CC(=O)N(c3cccc(F)c3)C2)c1 (stereo not given)
-7.6	Nc1c(C(=O)c2ccc(Cl)cc2)sc2nc3c(cc12)CCC3
4.2	CCOc1ccc(N2CC(C)Cn3c2nc2c3c(=O)n(Cc3c(F)cccc3Cl)c(=O)n2C)cc1 (stereo not given)
6.5	COc1ccc(N2CCN(CC(O)COc3ccc(C(C)C)c(C)c3)CC2)cc1 (stereo not given)
10.3	O=C(NCc1ccccn1)C1CCN(C2CCN(C(=O)C3=CCCCC3)CC2)CC1
5.4	C=C(C)[C@@H]1C=C2CC3(CC[C@]2(C)[C@@H](C#N)C1)OCCO3
-7.3	CC1(C)CC(=O)C2C(=NC3=NC(=O)NC(=O)C3C2c2ccc(OCc3ccccc3)cc2)C1 (stereo not given)
-1.1	CCCCN(C)C(=O)c1sc2ncnc(NCCc3ccccn3)c2c1C
-2.7	CC1=C(c2ccc(F)cc2)C(N)=Nc2ccccc2N1
-0.5	CC1CN(C(=O)CSc2ccc(Cl)cc2)CC(C)O1 (stereo not given)
-1.3	CCCCC12CCC(C(=O)Oc3ccc(F)cc3)(CC1)CC2
-0.7	O=C(CCc1nnc(-c2ccccc2)o1)NC1CCCCC1
11.2	CCOC(=O)c1sc2nc(-c3ccc(Br)cc3)ccc2c1N
-0.8	COc1ccc(-c2ccc3c(N)c(C(=O)c4ccc(Cl)cc4)sc3n2)cc1
0.1	CC1CC(C)(C)CC2(C1)NC(=S)N(CCO)N2 (stereo not given)
-6.4	Cc1cccc2cc3c(N)c(C(=O)NCc4ccccc4)sc3nc12
1.1	COc1ccccc1CNc1ccc(-c2nc(C)no2)cc1[N+](=O)[O-]
1.3	O=C(NNc1ccccn1)c1cncc(Br)c1
-4.9	COc1cccc(CN(C(=O)c2oc3ccccc3c2C)C2CCS(=O)(=O)C2)c1 (stereo not given)
0.6	CCC(=O)Nc1cccc(C(=O)/C=C/c2ccc(OC)cc2)c1
-0.5	CCCCN(C)C(=O)c1coc(COc2cccc3cccnc23)n1
7.2	COCC1CCN(C(=O)CC2C(=O)NCCN2CCC(C)C)CC1 (stereo not given)
3.4	COc1ccc(C2c3c(cc(C)n(Cc4cccnc4)c3=O)OC(=N)C2C#N)cc1OC (stereo not given)
1.3	COc1ccc(/C=C2/C(=O)N=C3SCCN32)cc1
-5.3	CCc1ccccc1NS(=O)(=O)c1ccc(OC)cc1
3.9	COc1ccc2c(c1)Sc1ccc(SC)cc1C(N1CCN(C)CC1)C2 (stereo not given)
3.9	Cc1ccc(F)cc1NC(=O)C1CC(O)CN1C(=O)OCC(C)C (stereo not given)
-2.7	CCc1ccc(OCC(=O)N(Cc2cccs2)c2ccc(Cl)cc2)cc1

# Fetched one by one from above, 3 records:
ROC1-CUL1 inh	mol
3.6	O=[N+]([O-])c1cccnc1N1CCOCC1
-2.5	Cc1ccc2c(c1)CN(CC(=O)NCc1csc(C)n1)CC(c1ccsc1)O2 (stereo not given)
-7.0	CCC(C)c1ccc(NC(=O)c2c(C)noc2C)cc1 (stereo not given)

# Returning to the listing, starting three compounds before the break.
ROC1-CUL1 inh	mol
3.9	COc1ccc2c(c1)Sc1ccc(SC)cc1C(N1CCN(C)CC1)C2 (stereo not given)
3.9	Cc1ccc(F)cc1NC(=O)C1CC(O)CN1C(=O)OCC(C)C (stereo not given)
-2.7	CCc1ccc(OCC(=O)N(Cc2cccs2)c2ccc(Cl)cc2)cc1
11.6	O=C(Nc1c(C(=O)c2ccccc2)oc2ccccc12)c1cc(=O)c2ccccc2o1
7.9	Cc1cccc(OCCCSc2nc(-c3ccc(C(C)(C)C)cc3)nc3cc(=O)[nH]n23)c1C
1.4	CCOC(=O)COc1c(Cl)cc(Cl)cc1-c1ccno1
-6.2	CC1CN(S(=O)(=O)c2ccc(NC(=O)c3ccccc3Cl)cc2)CC(C)O1 (stereo not given)
16.6	CCc1ccc(OCC(=O)NC(Cc2c[nH]c3ccccc23)C(=O)O)cc1 (stereo not given)
0.1	CCOC(=O)c1cc(-c2ccc(OC)cc2)n(CCC(=O)Nc2nc3ccc(OCC)cc3s2)c1C
-8.7	Cc1ccc(CNC(=O)CCS(=O)(=O)c2cc3c4c(c2)CCN4C(=O)CC3)cc1
-3.0	COc1ccc(NC(=O)CCC(=O)c2ccc(C)c(C)c2)cc1

# From PubChem
